b-catenin transl – beta-catenin nuclear translocation modulation; HeLa beta-catenin nuclear translocation, immunofluorescence imaging; nuclear translocation activity, % at 5 µM; 190,000 compounds, 0.3% hits; AID 1665;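 active means nuclear translocation activity above 50% at 5 µM, with a well cell count of 50 or more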;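 further: per-cell ratio of nuclear to cytoplasmic median beta-catenin stain intensity; plate controls were DMSO negative control for no effect and GSK-3 inhibitor IX positive control for full effect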
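Signal – beta-catenin immunofluorescence imaging with DAPI · Test system – human HeLa cell line · Dosing – 5 µM primary single dose, 0.1% DMSO, 0.02–20 µM confirmation series · Measure – % activation, nuclear-to-cytoplasmic median beta-catenin signal ratio per cell · Incubation – 24 h compound exposure at 37°C, 5% CO2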
Insulin prom up – MIN6 insulin promoter up-regulation; z-score at 5 µM; 190,000 compounds, 0.3% hits; MIN6 insulin promoter-GFP reporter, high-content imaging; active compounds read high;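 active means z-score above 3 at 5 µM with at least 500 cells counted in the well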
WT yeast gro inh – growth inhibition of WT yeast, mitochondrial fusion screen; 190,000 compounds, 2.1% hits; inhibition, % at 10 µM; mitochondrial fusion phenotypic screen, WT strain; in the data active means inhibition above about 58%; tested in S. cerevisiae
XIAP antagonists – small molecules displacing peptide from XIAP – biochemical, IAP family, fluorescence polarization (AID 1018) | XIAP BIR domain, fluorescence polarization peptide displacement; higher % means a stronger effect | one-dose displacement, % at 20 µM; IC50 in µM for titrated hits | 200,000 compounds, 0.007% hits; in the data active means displacement above about 50%; further: a part of the inactive calls stands beside numbers as strong as those of hits
Dynein transport – dynein cargo transport inhibition; 220,000 compounds, 0.47% hits; z-score, hits read low; AID 1381; 3617.4 mouse cells, GR-EGFP nuclear translocation imaging; test concentration mostly 20 µM; stimulated with dexamethasone, 1 µM; active compounds read low;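 active means plate z-score of nuclear minus cytoplasmic receptor signal below a set negative limit, without overly bright fluorescence or cell loss, cut at about -3.5 in these data, passing the limit was not always enough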;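 further: z-score of nuclear minus cytoplasmic ring GR-EGFP intensity difference per well; some compounds called inactive have numbers as strong as hits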
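Medium: Induction medium lacking tetracycline, stripped serum | Probe or stimulus: 1.0 µM final dexamethasone stimulus | Schedule: 48 h induction, then 1 h compound, then 30 min agonist, 37 °C | Signal: Automated 10x imaging of fixed Hoechst-stained cells | Evaluation: Per-cell GR-EGFP intensity, nucleus versus surrounding cytoplasmic ring, well-averaged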
Autophagy mod – alters autophagy in cells; AID 463193; 190,000 compounds, 0.98% hits; calls only at 10 µM (by protocol); MEF GFP-LC3 puncta imaging; test concentration mostly 10 µM;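 active means percentage of spot-positive cells more than 3 SD above its plate mean, without a fluorescence outlier flag or 80% toxicity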;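 further: spot-positive cell cutoff set from DMSO-treated cells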
Lipid droplet – hepatic lipid droplet formation modulation | 240,000 compounds, 0.4% hits | AML12 mouse hepatocytes, oleate lipid droplets, BODIPY imaging | inhibition, % at 6.5 µM;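 active means lipid droplet intensity inhibited by at least 50%, with more than 500 cells counted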
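material = mouse AML12 hepatocyte cell line, fixed after treatment | also added = 100 µM oleic acid challenge | doses = compound at 6.5 µM only | schedule = overnight exposure | technique = Image-based BODIPY and DAPI two-channel analysis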
MT stabilize HCS – microtubule stabilization, imaging screen. HeLa tubulin immunostaining HCS, 24 h; share of cells brighter than vehicle mean+2SD. % tubulin-high responders, % at 10 µM. AID 2205. 200,000 compounds, 0.83% hits;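 active means plate Z-score above 3 for both tubulin-high and condensed-nucleus cell shares, with cell loss under 80%, at 10 µM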;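 further: anti alpha tubulin signal scored within the nucleus-defined area of each cell; some results filed as inactive read as strong as hits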
ER stress rescue – protection against thapsigargin-triggered cell killing – 384-well, CSM14.1, ATP luminescence, primary screen (AID 1222) | CSM14.1 thapsigargin-induced death rescue, ATP luminescence; higher % means a stronger effect | one-dose cellular ATP content (survival), % at 20 µM; EC50 in µM for titrated hits | 190,000 tested, under 10 active;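 active means EC50 below 50 µM in the dose-response confirmation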;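 further: death triggered by thapsigargin at about 15 µM added after 2 h compound pretreatment; cell ATP read after overnight thapsigargin exposure of roughly 18 to 22 hours; normalized against plate controls of thapsigargin alone and 5% DMSO vehicle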
WT yeast gro inh mutant strain – further read-out of WT yeast gro inh, marked with its call; inhibition, %; mitochondrial fusion phenotypic screen, mutant strain inhibition
Dynein transport cytoplasmic EGFP – further read-out of Dynein transport, marked with its call; z-score; measured here: cytoplasmic GR-EGFP intensity; active compounds read high
Dynein transport nuclear GR-EGFP – also measured in Dynein transport; calls as there; z-score; measured here: nuclear GR-EGFP intensity;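 lower value marks the stronger effect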
Dynein transport cell count – recorded beside Dynein transport, whose call it bears; z-score; measured here: cell count per field
Insulin prom up cell count – also measured in Insulin prom up; calls as there; cell count; measured here: cytotoxicity, nuclei count;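 total cells summed across four imaged fields per well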
Lipid droplet cells 6.5 µM – further read-out of Lipid droplet, marked with its call; cell count; measured here: cell count, cytotoxicity flag;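 cells counted across two imaged fields per well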
b-catenin transl cell count 5 µM – also measured in b-catenin transl; calls as there; cell count; measured here: cell count, cytotoxicity flag
MT stabilize HCS Hoechst-high % – recorded beside MT stabilize HCS, whose call it bears; % Hoechst-high responders; measured here: nuclear condensation Hoechst responders;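 share of cells brighter than vehicle mean plus two SD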
MT stabilize HCS cytotoxicity % – recorded beside MT stabilize HCS, whose call it bears; toxicity, %; measured here: cytotoxicity by cell density;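 0% = mean cell density of plate MIN control wells and 100% = no cells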
Autophagy mod cell loss 18 h – second read-out of Autophagy mod, no call of its own (marks repeat the call); toxicity, %; measured here: cell loss, nuclei count;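 cell loss after 18 h compound exposure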
Starred values were filed as active, the others as inactive; i = inactive; / = not tested or not shown; + = active, no number.

SMILES	b-catenin transl	b-catenin transl cell count 5 µM	Insulin prom up	Insulin prom up cell count	WT yeast gro inh	WT yeast gro inh mutant strain	XIAP antagonists	Dynein transport	Dynein transport cytoplasmic EGFP	Dynein transport nuclear GR-EGFP	Dynein transport cell count	Autophagy mod	Autophagy mod cell loss 18 h	Lipid droplet	Lipid droplet cells 6.5 µM	MT stabilize HCS	MT stabilize HCS Hoechst-high %	MT stabilize HCS cytotoxicity %	ER stress rescue
Cc1c(Cc2ccc3c(c2)OCO3)sc(NC(=O)C2CC2)c1C(N)=O	0.4	1400	-0.99	1134	/	/	/	1.5	-0.22	1.3	-0.64	/	/	-1	689	/	/	/	/
Cc1ccc(CSCCNC(=O)CN(c2cc(C)ccc2C)S(C)(=O)=O)cc1	0.6	1475	-0.76	1513	7	8	-6.1%	-0.51	-0.3	-0.052	0.98	i	-12	/	/	1.7	1.8	6.5	-1.3%
Cc1cccc(-c2ncc(CN3CCN(C4CCCC4)C(CCO)C3)cn2)c1 (stereo not drawn)	1.3	1470	-1.3	1731	0	3	-6.7%	-0.25	-0.34	-0.053	0.61	i	4	4	686	1.3	3.8	9.7	-2.6%
CSc1ncccc1C(=O)N1CCCC(C(=O)c2cc(F)ccc2F)C1 (stereo not drawn)	-1.7	996	-0.74	1428	-10	-10	-2.3%	1.4	-0.19	0.65	-0.15	i	-16	-33	725	2.4	2.8	7.5	0.0%
c1ccc(COc2ccccc2CNC23CC4CC(CC(C4)C2)C3)cc1	0.0	1491	-2.5	903	34	30	-11%	-0.85	0.062	-0.29	-0.0049	i	18	/	/	1.8	1.4	6.8	-2.9%
S=C(NCc1ccccc1)NCc1ccccn1	0.1	1300	-0.47	1093	/	/	/	-1.1	-0.24	-0.22	1.8	/	/	6	711	/	/	/	/
C/C(=N\NC(=O)CC1(C)OCCO1)c1cccs1	-2.8	985	0.36	1354	3	10	-2.6%	-0.87	-0.22	-0.56	0.62	+	-17*	-1	645	2.3	1.1	0.7	-4.6%
CC1=NNC(=O)C1C(c1cccc(O)c1)C(C#N)C#N (stereo not drawn)	1.4	1244	-0.22	1216	/	/	/	0.8	-0.27	0.47	-0.068	/	/	-3	684	/	/	/	/
Cn1c(=O)c2c(ncn2CC(COCc2ccc(Cl)cc2)OCc2ccc(Cl)cc2)n(C)c1=O (stereo not drawn)	-2.0	1151	-0.67	767	21	8	-6.4%	-0.57	-0.094	-0.38	0.79	i	16	-14	756	4.2	3.5	8.0	0.7%
CCCC(=O)Nc1ccccc1NC(=O)c1cc(OC)c(OC)c(OC)c1	/	/	0.26	894	7	15	-7.2%	0.035	-0.25	0.013	0.47	i	6	/	/	2.3	1.8	3.2	0.0%
O=c1c2ccccc2c(/C=N/c2nnc(Cc3ccccc3)s2)c(O)n1-c1ccc(Cl)cn1	-0.4	921	-0.07	2414	7	-5	-4.4%	0.8	0.05	1.9	-0.72	i	22	-7	682	2.7	3.7	5.1	-4.3%
Cc1cc(C(=O)OCC(=O)NC(C)C)c(C)o1	/	/	-0.74	1034	18	11	-3.7%	0.23	-0.037	0.18	-1.4	i	-9	30	786	1.6	1.8	8.6	-0.2%
CCC(=O)N(CCC(c1ccco1)c1ccccc1OC)Cc1cccs1 (stereo not drawn)	/	/	-1.9	903	12	9	-2.4%	-1.7	-0.16	-0.55	-0.16	i	0	0	790	2.8	2.1	8.5	1.1%
O=C(O)c1ccccc1CSc1nc2ccccc2n1Cc1ccccc1C(=O)O	-0.6	1121	-0.34	1288	-2	-7	-0.6%	-0.27	-0.29	-0.031	0.17	i	24	-2	716	2.1	1.9	4.0	-5.6%
COC1CCN(C(=O)CC2C(=O)NCCN2CC(C)(C)C)CC1 (stereo not drawn)	0.3	985	-0.52	1500	9	6	-11%	3.1	0.091	2.4	-2.4	i	10	7	760	2.8	2.1	8.5	-1.9%
CC1=C(C)/C(=N\OS(=O)(=O)c2ccc(C)cc2)C=CC1=O	-2.9	572	0.69	1312	85	86	-17%	-3.7*	1.5*	-2.3*	0.25*	i	13	6	641	2.5	2.4	1.4	-4.1%
O=C(Oc1nsnc1N1CCCCC1)N1CCOCC1	-1.5	1176	0.01	1073	-18	-1	-6.0%	1.6	-0.26	0.85	-1.4	i	4	-20	688	2.8	1.7	2.2	-1.7%
CCOc1ccc(-n2cc(C(=O)Nc3cccc(OC)c3)c3cc(OC)c(OC)cc3c2=O)cc1	-4.5	987	-1.2	1059	23	4	-4.5%	1.2	-0.22	0.56	0.084	i	1	/	/	4.3	2.2	11	3.1%
O=S(=O)(c1ccccc1)c1cnn(-c2ccccc2)c1-c1ccc(Cl)cc1	-2.2	927	-0.1	1355	34	10	-1.2%	0.4	-0.22	-0.14	0.23	i	18	/	/	2.5	1.3	5.4	-0.5%
CC1CCCCC12NC(=S)N(c1ccccc1)N2 (stereo not drawn)	-3.6	1165	-0.02	1501	/	/	/	-0.16	-0.3	-0.054	0.28	/	/	-8	743	/	/	/	/
O=C(Nc1nnc(-c2cccs2)s1)C1CC1	-0.1	1073	-0.21	1335	-7	18	-4.2%	-0.072	-0.091	0.23	-1.9	i	5	10	688	1.9	2.5	1.5	-0.1%
Cc1cc(Cl)c2ccc(Cl)cc2n1	-0.3	1168	-0.18	1349	/	/	/	0.63	0.0053	0.24	-0.15	/	/	2	652	/	/	/	/
Cc1ccc(C)c(NCC(=O)NNC(=S)Nc2ccccc2)c1	1.1	1467	0.17	1545	4	5	-0.6%	-0.82	-0.33	-0.87	0.73	i	-11	-11	627	1.4	0.8	1.4	0.3%
Cc1ccc(-c2nnn(CC(=O)O)n2)cc1	/	/	-0.16	1206	-4	12	-5.9%	0.18	0.87	0.72	0.064	i	-10	-22	605	2.5	1.4	8.1	/
Cc1ccccc1NS(=O)(=O)c1ccc(OCC(=O)NCc2ccco2)cc1	2.4	1084	-0.02	1993	-28	-8	0.1%	0.13	-0.24	0.081	0.59	i	2	0	646	3.6	1.2	5.2	-1.8%
O=C(COC(=O)c1cncc(Br)c1)NC1CCCCCC1	-1.9	1035	0.02	1289	-13	6	-2.0%	0.35	-0.2	0.43	-0.56	i	1	3	660	5.9	3.2	7.9	-1.8%
Cc1nonc1OCC(C)(COc1nonc1C)NC(=O)c1ccc(Cl)cc1	0.4	1124	/	/	8	-5	-2.2%	-1.1	-0.23	-0.75	0.89	i	-1	-37	725	2.4	1.4	4.0	2.0%
CCCC(=O)NNc1cc(=O)c2c(=O)n(C)c(=O)n(C)c2[nH]1	-1.4	1019	-0.36	1339	7	19	0.7%	-0.71	-0.31	-0.053	0.39	i	-10	-5	749	1.8	1.6	4.1	-2.3%
CC(C)CN(C(=O)CSc1nncn1-c1ccccc1)c1c(N)n(CC(C)C)c(=O)[nH]c1=O	/	/	1.6	1298	-9	6	-3.8%	-0.14	0.52	-0.32	-0.25	i	-8	-7	811	2.0	2.0	1.1	1.5%
O=C(CCN1C(=O)c2ccccc2C1=O)Nc1ccc(-c2nc3ccccc3o2)cc1	0.5	1035	0.27	1459	12	0	-7.7%	0.023	-0.22	0.59	1.2	i	5	-8	643	2.8	0.3	28	-3.5%
O=C(Nc1cc(=O)[nH]c2nc(-c3ccccc3)nn12)c1ccccc1Cl	0.0	1213	1.7	1016	/	/	/	0.87	-0.039	0.97	0.21	/	/	-2	702	/	/	/	/
CCCNC(=O)Cn1c(-c2ccc(F)cc2)cc(C(=O)OCC)c1C	/	/	/	/	2	-9	-3.2%	3	-0.13	1.8	-1.6	+	-3.2*	8	721	2.3	1.9	4.5	0.2%
CCN(CC)CCNC(=O)Cn1cnc2sc(C)c(S(=O)(=O)N3CCOCC3)c2c1=O	-2.8	1207	0.45	1256	-10	-1	-10%	3.1	-0.15	2.3	-2.2	i	-4	-28	554	3.3	0.9	5.3	-1.1%
CCOC(=O)C1=C(C)Nc2nnnn2C1c1cccnc1 (stereo not drawn)	0.2	1411	0.29	1597	-2	7	-1.6%	-0.72	0.026	-0.91	1.4	i	4	/	/	2.8	2.4	3.7	-2.1%
COc1cc(NC(=O)COC(C)=O)c(C)cc1[N+](=O)[O-]	-1.3	1069	-0.05	1519	0	-3	-4.2%	-0.08	-0.2	0.046	0.13	i	5	9	694	2.8	3.1	7.8	-2.4%
Cc1ccc(C)c(NC(=O)Cc2coc3cc4c(cc23)CCC4)c1	-1.0	1121	-0.58	1469	-13	-5	-4.3%	-0.46	-0.26	-0.12	1	i	9	25	674	2.3	2.1	2.4	-0.2%
CCOC(=O)c1ccccc1NC(=O)c1c(F)c(F)c(F)c(F)c1F	/	/	0.35	1217	50	50	-5.7%	-2.1	-0.064	-0.67	0.075	i	-1	-4	728	3.3	1.4	1.1	-1.8%

3 of the entries above in order of their number in MT stabilize HCS Hoechst-high %, low to high.
SMILES	WT yeast gro inh mutant strain	XIAP antagonists	Dynein transport	Dynein transport cytoplasmic EGFP	Dynein transport nuclear GR-EGFP	Dynein transport cell count	MT stabilize HCS Hoechst-high %
Cc1ccc(CSCCNC(=O)CN(c2cc(C)ccc2C)S(C)(=O)=O)cc1	8	-6.1%	-0.51	-0.3	-0.052	0.98	1.8
CCOC(=O)C1=C(C)Nc2nnnn2C1c1cccnc1 (stereo not drawn)	7	-1.6%	-0.72	0.026	-0.91	1.4	2.4
O=C(Nc1nnc(-c2cccs2)s1)C1CC1	18	-4.2%	-0.072	-0.091	0.23	-1.9	2.5

Bioassay records deposited in PubChem by several laboratories.

Outcome played no part in choosing rows; any-hit rate near 4%.
